# GASC-1 inh – human JMJD2C demethylase inhibition; 0.069% of 330,000 active; GST-JMJD2C(1-420) H3K9me3 demethylation, DELFIA europium; AID 2099; Q9H3R0; inhibition, % at 2.35 µM;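 active = more than half of a compound's replicate wells show inhibition beyond 50%, single wells judged on their own value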;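 also: signal counts dimethyl H3K9 product captured on neutravidin plate; 0% = median of DMSO wells and 100% = 0.3 times that DMSO median; strong numbers were not always called active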
# TPT1 inhibitor – C. albicans TPT1 enzyme inhibition; recombinant caTPT1, FP RNA substrate dephosphorylation; 0.81% of 300,000 active; inhibition, % at 5 µM;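 active = inhibition above the mean of all tested compounds plus 3 SD, set per screening campaign, cut at about 24% in these data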;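 also: plate controls were DMSO alone for no effect and ferristatin control at 100 nM for full effect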
# PP1 inh – counter-screen for PP5 inhibitors: inhibitors of human PP1-alpha | purified PP1alpha, OMFP fluorescence | inhibition, % at 6.7 µM | 0.9% of 320,000 active | AID 2235;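 active = inhibition above the mean inhibition of all tested compounds plus 3 SD, computed separately for each screening campaign, cut at about 15% in these data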
# Target sequence (P62136 whole entry, looked up): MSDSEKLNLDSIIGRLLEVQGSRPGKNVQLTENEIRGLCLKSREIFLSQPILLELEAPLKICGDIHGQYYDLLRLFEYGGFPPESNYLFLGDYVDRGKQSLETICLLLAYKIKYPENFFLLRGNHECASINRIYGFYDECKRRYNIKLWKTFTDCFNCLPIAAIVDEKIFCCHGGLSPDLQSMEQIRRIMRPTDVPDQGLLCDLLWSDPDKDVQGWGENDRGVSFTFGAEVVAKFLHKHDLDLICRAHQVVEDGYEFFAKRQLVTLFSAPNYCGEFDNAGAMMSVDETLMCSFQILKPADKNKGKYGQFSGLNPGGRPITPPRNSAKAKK
# LYPLA2 inh – blocks human lysophospholipase 2, a PME1 counter-screen; O95372; recombinant LYPLA2, FP-Rh probe fluorescence polarization; inhibition, % at 5.9 µM; 0.38% of 320,000 active;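 active = inhibition above the screen-wide mean plus 3 SD, limit set per campaign, cut at about 26% in these data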;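 also: 0% = LYPLA2 with DMSO and 100% = wells lacking LYPLA2 enzyme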
# Efflux pump inh – inhibitors of Candida antifungal efflux pumps expressed in yeast. 0.44% of 330,000 active. S. cerevisiae Candida pump triplex, Nile Red efflux. inhibition, % at 10 µM;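 active = plate passing quality check with inhibition over a set limit, or well fluorescence over plate mean plus 4 SD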;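 also: Nile Red retained in pooled yeast measured as flow cytometry median fluorescence; 0% = buffer negative control and 100% = Enniatin B positive control; higher means more Nile Red kept so more efflux inhibition; some compounds called inactive have numbers as strong as hits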
# Fh CTSL1 inh – counter-screen for PFM18AAP inhibitors: inhibitors of F. hepatica cathepsin L1; 0.49% of 300,000 active; AID 1906; recombinant F. hepatica cathepsin L1, Z-Leu-Arg-MCA fluorescence; inhibition, % at 5.96 µM;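 active = inhibition above the mean of all tested compounds plus 3 SD, set per screening campaign, cut at about 17% in these data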;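 also: 0% = plate median of test compound wells and 100% = 1 µM Z-Phe-Ala-diazomethylketone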
# core dimer inh – HCV core protein dimerization inhibition; TR-FRET GST/Flag-core106 dimerization, 1536-well; 0.33% of 300,000 active; inhibition, % at 5 µM; AID 1899;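 active = inhibition above the mean of all tested compounds plus 3 SD, set per screening campaign, cut at about 45% in these data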
#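 Assay system: tagged HCV core106 pair (GST and Flag); medium: KF-containing HEPES buffer, pH 7.45, DTT, CHAPS, BSA; also added: Eu donor and XL665 acceptor anti-tag antibodies; dosing: 5 µM single dose; timing: compound-protein-antibody incubation 4 h at 22.5 °C; signal: TR-FRET 671 and 617 nm emission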
# PREPL inhibitor – inhibitors of human prolyl oligopeptidase-like enzyme PREPL; Q4J6C6; inhibition, % at 5.96 µM; AID 2751; recombinant PREPL, fluorescence polarization activity-based probe; 0.68% of 320,000 active; in the data active = inhibition above about 43%;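 also: 0% = enzyme with DMSO and 100% = wells lacking enzyme; many of its hits are not listed in these tables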
# Target sequence (Q4J6C6 whole entry, looked up): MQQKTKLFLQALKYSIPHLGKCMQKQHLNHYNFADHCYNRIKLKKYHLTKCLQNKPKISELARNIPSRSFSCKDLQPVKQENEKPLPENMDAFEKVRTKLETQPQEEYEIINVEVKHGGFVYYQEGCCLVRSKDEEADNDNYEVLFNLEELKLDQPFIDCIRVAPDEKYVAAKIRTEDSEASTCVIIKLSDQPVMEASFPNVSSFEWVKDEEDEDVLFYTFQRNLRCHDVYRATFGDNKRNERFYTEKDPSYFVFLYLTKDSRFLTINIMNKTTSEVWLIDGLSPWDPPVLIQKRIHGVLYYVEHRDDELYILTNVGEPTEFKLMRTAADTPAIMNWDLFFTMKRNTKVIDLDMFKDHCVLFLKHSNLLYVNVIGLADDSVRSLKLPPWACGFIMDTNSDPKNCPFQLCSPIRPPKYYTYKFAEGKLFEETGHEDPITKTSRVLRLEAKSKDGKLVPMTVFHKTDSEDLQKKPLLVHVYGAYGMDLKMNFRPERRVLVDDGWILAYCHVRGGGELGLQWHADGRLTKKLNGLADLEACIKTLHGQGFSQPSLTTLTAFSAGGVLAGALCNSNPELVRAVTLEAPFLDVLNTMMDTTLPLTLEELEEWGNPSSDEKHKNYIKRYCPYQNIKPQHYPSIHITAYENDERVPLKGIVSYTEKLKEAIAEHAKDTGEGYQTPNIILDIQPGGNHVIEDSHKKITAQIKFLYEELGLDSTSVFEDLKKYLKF
# PP5 primary – inhibitors of human protein phosphatase 5 (PP5); P53041; purified PP5c, OMFP substrate fluorescence; inhibition, % at 6.7 µM; 0.18% of 320,000 active;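 active = inhibition above the campaign's mean inhibition across all tested compounds plus 3 SD, cut at about 9.5% in these data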;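 also: 0% = DMSO only and 100% = 100 µM cantharidin control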
# * hit, by the source's call; . = no result given; & = joins results of further samples. An excerpt; rates above refer to the full screens.
Compound	GASC-1 inh	TPT1 inhibitor	PP1 inh	LYPLA2 inh	Efflux pump inh	Fh CTSL1 inh	core dimer inh	PREPL inhibitor	PP5 primary
COc1ccccc1NC(=O)c1nn(-c2cccc(C(F)(F)F)c2)ccc1=O	17.4	1.7	2.5	-6.4	-0.1	2.8	-4.9	2.0	3.3
O=C(CSc1nc2ncccc2[nH]1)Nc1c(F)cc(F)cc1Br	0.1	3.5	-3.8	2.3	0.2	0.4	0.5	-3.1	-0.4
O=C1C2CC=CCC2C(=O)N1Cc1ccccc1Cl (stereo not given)	-4.2	0.1	0.5	7.2	0.3	-1.6	-0.4	4.6	1.2
C[N+](C)(C)CCCC(=O)c1ccc2c(c1)OCO2	5.7	-1.5	-0.4	4.2	-0.1	0.8	-5.0	0.1	1.7
O=C(COc1ccc(Cl)cc1)Nc1nnc(S(=O)(=O)N2CCCCCC2)s1	11.0	0.1	0.9	0.5	0.1	3.1	28.0	9.7	1.0
CCC(=O)/C=C1\Sc2ccc(OC)cc2N1CCO	-1.4	-2.9	-0.3	5.0	-0.1	3.9	-3.5	8.2	-1.0
O=C(Oc1cccc2ccccc12)c1ccco1	144.6	0.5	-2.3	4.4	0.1	-32.9	-1.2	16.1	1.8
CCCCn1c(N)c(N(CCC(C)C)C(=O)c2ccc3c(c2)OCCO3)c(=O)[nH]c1=O	1.1	-0.6	-7.3	-5.9	0.0	2.3	0.9	5.0	-3.0
COc1cc2c(cc1NC(=O)COC(=O)C(CCSC)NC(=O)c1ccccc1Cl)oc1ccccc12 (stereo not given)	-18.5	-2.7	-0.7	-10.2	-0.2	-6.2	13.1	-1.2	1.8
Cc1nnc(SCC(=O)N/N=C/c2cn(-c3ccccc3)nc2-c2ccc(F)cc2)n1-c1ccccc1	6.7	-4.5	-4.6	1.7	0.2	-0.5	14.7	2.6	1.6
COc1ccc(C/C(N)=N/OC(=O)c2ccco2)cc1OC	-3.4	-2.1	-4.3	1.8	0.9	-1.9	-2.2	9.9	3.1
CCOC(=O)C(C)c1c(C(=O)c2ccc(C)nc2)c2ccccc2n1C (stereo not given)	13.7	1.4	-2.0	-0.4	-0.2	-1.1	5.4	-0.2	-3.5
Cc1ccc(CCNC(=O)C2CCC(=O)N2Cc2ccc(F)cc2)cc1 (stereo not given)	-3.1	-0.6	-2.7	-4.3	-0.2	-1.9	1.7	-2.0	0.1
c1ccc(COc2ccc(OCCCn3cncn3)cc2)cc1	7.3	-5.0	-1.9	9.0	0.0	5.3	6.4	8.2	-0.1
O=C(Cn1cnc2cc([N+](=O)[O-])ccc2c1=O)NC(=O)NCc1ccccc1	10.8	6.9	-0.5	-0.1	-0.1	-1.1	9.9	21.0	0.6
O=C(COC(=O)CCc1nc2ccccc2c(=O)[nH]1)Nc1c(Cl)cccc1C(F)(F)F	-2.6	0.9	-3.7	-7.1	-0.1	-2.1	-1.3	-4.6	-2.1
c1ccc2sc(NC3=NCN(Cc4ccc5c(c4)OCO5)CN3)nc2c1	5.4	-3.2	-7.4	4.7	-0.1	11.8	6.0	2.7	-0.5
CN(CC(=O)Nc1ccc(N2CCOCC2)cc1)C(=O)CSc1ccc(F)cc1	-17.6	0.3	-2.5	-1.0	0.1	6.3	-1.8	0.6	2.6
COCCNC(=O)CN(Cc1ccc2c(c1)OCO2)C(=O)CCC(=O)Nc1nccs1	-8.3&3.3	1.1	-3.4	-5.5	0.1	-2.6	-2.1	8.1	1.4
CC(C)c1ccccc1NC(=O)c1cnccn1	47.9	-3.4	-10.5	3.8	-0.1	2.4	-3.5	17.8	3.6
O=C(/C=C/c1ccc(Cl)cc1)N1CCN(c2ccc(Cl)cc2[N+](=O)[O-])CC1	8.5	-3.3	6.3	19.0	-0.1	0.4	19.6	23.7	3.5
O=C(Nc1ncccn1)c1ccc(C(F)(F)F)cc1	2.4	-1.1	-2.1	-2.3	-0.1	4.4	-6.3	5.1	1.8
Cc1ccc(NC(=O)c2ccc(NCCCN3CCC(C)CC3)c([N+](=O)[O-])c2)c(C)c1	3.5	1.3	-2.9	-4.0	-0.2	1.7	-0.9	22.1	-4.0
Cc1ccc(S(=O)(=O)N(C)Cc2nc(-c3ccc(Br)cc3)no2)cc1	-5.0	-1.6	1.1	14.4	0.0	1.0	2.4	-45.5	1.0
CCN1CC(CNC(=O)c2ccc3nc(Cc4cccc(Cl)c4)oc3c2)CC1=O (stereo not given)	0.5	-3.4	-3.5	-3.8	0.0	-3.0	-0.4	6.5	-0.1
CCC(=O)Nc1ccc(S(=O)(=O)Nc2cccnc2)cc1	22.4	0.8	-4.3	3.5	0.1	-1.9	-1.6	-2.5	1.0
COc1ccc(/C=C/C(=O)OCC(=O)Nc2cc(C(N)=O)cc(C(N)=O)c2)cc1	1.1	-6.4	-0.4	-0.8	0.0	-3.8	1.1	11.9	5.2
O=C(O)C1CCCN1C(=O)c1cncc(Br)c1 (stereo not given)	-5.2	1.6	-9.0	0.3	-0.3	-7.2	-7.1	6.3	4.7
O=C(c1ccc(NS(=O)(=O)c2cccc3cccnc23)cc1)N1CCOCC1	-1.4	2.0	-1.9	5.7	0.1	-3.6	0.9	-7.9	1.3
S=C(NCCN1CCOCC1)Nc1ccc(Nc2ccccc2)cc1	6.4	-3.8	-4.2	16.7	-0.1	1.6	-5.9	26.9	1.4
CCN(CC)CCN(C(=O)c1ccc2c(c1)CCCC2)c1nc2cc(OC)c(OC)cc2s1	-7.9	-2.0	24.4*	1.1	-0.3	11.8	-23.4	48.5*	16.6*
CC(C)c1ccc(C2C(C#N)=C(N)Oc3c2oc(CO)cc3=O)cc1 (stereo not given)	6.5	2.3	-2.4	1.6	-0.1	5.9	0.7	-3.4	-4.0

# Retrieved by structure from above, six records:
Compound	GASC-1 inh	TPT1 inhibitor	PP1 inh	LYPLA2 inh	Efflux pump inh	Fh CTSL1 inh	core dimer inh	PREPL inhibitor	PP5 primary
CC(C)c1ccc(C2C(C#N)=C(N)Oc3c2oc(CO)cc3=O)cc1 (stereo not given)	6.5	2.3	-2.4	1.6	-0.1	5.9	0.7	-3.4	-4.0
CCN1CC(CNC(=O)c2ccc3nc(Cc4cccc(Cl)c4)oc3c2)CC1=O (stereo not given)	0.5	-3.4	-3.5	-3.8	0.0	-3.0	-0.4	6.5	-0.1
CCC(=O)Nc1ccc(S(=O)(=O)Nc2cccnc2)cc1	22.4	0.8	-4.3	3.5	0.1	-1.9	-1.6	-2.5	1.0
O=C(O)C1CCCN1C(=O)c1cncc(Br)c1 (stereo not given)	-5.2	1.6	-9.0	0.3	-0.3	-7.2	-7.1	6.3	4.7
CCN(CC)CCN(C(=O)c1ccc2c(c1)CCCC2)c1nc2cc(OC)c(OC)cc2s1	-7.9	-2.0	24.4*	1.1	-0.3	11.8	-23.4	48.5*	16.6*
O=C(c1ccc(NS(=O)(=O)c2cccc3cccnc23)cc1)N1CCOCC1	-1.4	2.0	-1.9	5.7	0.1	-3.6	0.9	-7.9	1.3

# The listing continues:
Compound	GASC-1 inh	TPT1 inhibitor	PP1 inh	LYPLA2 inh	Efflux pump inh	Fh CTSL1 inh	core dimer inh	PREPL inhibitor	PP5 primary
COCCN1C(=O)C(O)=C(C(=O)c2cccs2)C1c1ccccc1 (stereo not given)	-6.3	1.0	-3.9	-5.0	0.2	-2.0	-2.7	8.2	-0.6
Cc1ccc(CSCCNC(=O)CCSc2ccccc2)cc1	-1.3	-3.9	0.8	5.8	-0.4	-5.2	0.5	-32.0	2.8
O=C(NCCc1ccc(Cl)cc1Cl)C1=CC=CN2CCS(=O)(=O)N=C12	-4.9	.	-1.6	2.5	-0.1	.	.	5.3	0.3
C=CCNC(=O)c1oc2ccc(S(=O)(=O)N3CCCCC3)cc2c1C	10.1	-3.5	-2.0	-2.3	-0.1	2.7	19.7	-1.6	-0.2
O=C(Nc1cccc(-n2cnnn2)c1)c1ccncc1	4.4	-0.8	7.6	0.8	0.3	-2.1	-6.7	11.5	1.3
CC1(C(=O)Nc2ccc3ccccc3c2)CC1(Br)Br (stereo not given)	-4.8	-3.4	0.5	6.5	0.2	3.2	-3.4	12.2	1.6
O=C(CCN1C(=O)COc2ccccc21)NCc1cccnc1	6.1	0.1	-1.3	-4.3	-0.2	-4.5	0.2	-11.6	0.7
O=C(N/N=C/C=C/c1ccccc1)c1cccs1	10.0	-3.1	-4.1	-6.0	0.1	-1.7	-7.9	-5.6	0.4
C/C(CCc1ccccc1)=N\NC(=O)c1ccccc1	5.8	0.0	3.1	-0.3	-0.1	-1.2	-3.1	8.8	0.1
CCc1cccc(NC(=O)CCNS(=O)(=O)c2cccc3nonc23)c1	-12.7	2.7	-2.7	-1.1	0.0	-2.4	-2.3	-5.8	-1.6
COc1cc2c(cc1OC)CC(C(=O)NCc1ccccc1)NC2 (stereo not given)	13.4	-1.6	-3.1	-0.4	-0.1	6.8	-16.3	4.1	3.2
COc1ccc(OC)c(C2NC(=O)NC(C)=C2C(=O)OCc2ccccc2)c1 (stereo not given)	-6.5	0.4	-0.4	0.5	-0.1	0.2	-4.3	2.4	-1.9
CNc1c([N+](=O)[O-])cnn1-c1ccc(F)cc1	7.4	-2.3	-0.3	-0.1	0.1	4.1	1.1	3.4	0.6
O=C(NCCC1=CCCCC1)c1cccc2c1C(=O)N(C1CCCCC1)C2	2.8	-0.1	-2.2	-1.0	0.0	1.2	12.6	-1.8	2.6
Cc1ccc(-n2nc3c(c2NC(=O)c2c(F)cccc2Cl)CS(=O)(=O)C3)cc1C	0.1	-1.6	-1.6	3.3	-0.3	0.9	13.1	-2.1	-1.7
COc1cc(NS(=O)(=O)c2cn(C)cn2)cc(OC)c1OC	5.2	-3.1	-2.3	2.7	0.1	0.7	-9.6	0.2	-0.9
Cn1cnc2cc(NC(=O)COc3ccccc3)ccc21	-8.5	4.4	1.1	0.7	0.0	-1.8	-6.6	10.7	3.1
O=[N+]([O-])c1ccc(-n2cccn2)c(-c2nn[nH]n2)c1	0.6	-0.2	-0.9	-1.4	0.1	0.5	3.3	-0.1	0.8
CC(NC(=O)NC12CC3CC(CC(C3)C1)C2)c1ccc2c(c1)OCO2 (stereo not given)	6.9	2.4	0.1	-0.3	0.0	3.7	5.5	-2.7	0.1
COC(=O)CSc1nc2[nH]ncc2c(=O)[nH]1	3.2	4.1	0.5	-2.5	0.0	-2.4	-0.6	3.1	2.5
Cn1cnnc1SCCCN1C(=O)c2cccc3cccc(c23)C1=O	5.4	4.5	-1.8	-5.2	0.0	6.6	-2.1	2.6	-3.2
CCC(C)NC(=O)CCc1nnc2ccc(N3CCC(C)CC3)nn12 (stereo not given)	-4.2	-3.4	-2.8	-3.5	0.0	-2.2	-1.4	0.6	0.5
CC(=O)Nc1ccc(Nc2c([N+](=O)[O-])cc(S(C)(=O)=O)cc2[N+](=O)[O-])cc1	5.8	5.4	-2.1	5.3	0.3	8.8	-3.9	6.7	2.2
Cc1c(NC(=O)c2cc(-c3ccc(Cl)c(Cl)c3)on2)c(=O)n(-c2ccccc2)n1C	0.4	4.5	-4.5	-2.1	0.0	-0.4	5.0	-6.7	1.4
